PLC-gamma1 inh = PLC-gamma1 (human) inhibition, primary screen; P19174; purified PLC-gamma1, fluorogenic substrate, fluorescence; inhibition, % at 12.2 µM; 370,000 compounds, 0.84% hits; AID 720700; in the data active = inhibition above about 9.5%
MBD2 DNA inh = inhibitors of human MBD2 binding to methylated oligonucleotide; TR-FRET; inhibition, % at 4.4 µM; 370,000 compounds, 0.31% hits; AID 686964; in the data active = inhibition above about 13%
UHRF1 binding = UHRF1 methyl-DNA binding inhibition. AID 687016. 370,000 compounds, 0.75% hits. UHRF1 binding to methylated oligo, TR-FRET. inhibition, % at 4.4 µM. Q96T88; in the data active = inhibition above about 21%;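 also: UHRF1 SRA domain binding a hemimethylated CpG hairpin DNA probe; 0% = median of test compound wells and 100% = reference inhibitor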
PLC-beta3 inh = inhibitors of human phospholipase C beta3. Purified PLC-beta3, fluorogenic substrate, fluorescence. inhibition, % at 12.2 µM. 370,000 compounds, 0.18% hits. Q01970; in the data active = inhibition above about 11%;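 also: 0% = median of compound wells on plate and 100% = full blocker control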
Target sequence (Q01970 whole entry, looked up): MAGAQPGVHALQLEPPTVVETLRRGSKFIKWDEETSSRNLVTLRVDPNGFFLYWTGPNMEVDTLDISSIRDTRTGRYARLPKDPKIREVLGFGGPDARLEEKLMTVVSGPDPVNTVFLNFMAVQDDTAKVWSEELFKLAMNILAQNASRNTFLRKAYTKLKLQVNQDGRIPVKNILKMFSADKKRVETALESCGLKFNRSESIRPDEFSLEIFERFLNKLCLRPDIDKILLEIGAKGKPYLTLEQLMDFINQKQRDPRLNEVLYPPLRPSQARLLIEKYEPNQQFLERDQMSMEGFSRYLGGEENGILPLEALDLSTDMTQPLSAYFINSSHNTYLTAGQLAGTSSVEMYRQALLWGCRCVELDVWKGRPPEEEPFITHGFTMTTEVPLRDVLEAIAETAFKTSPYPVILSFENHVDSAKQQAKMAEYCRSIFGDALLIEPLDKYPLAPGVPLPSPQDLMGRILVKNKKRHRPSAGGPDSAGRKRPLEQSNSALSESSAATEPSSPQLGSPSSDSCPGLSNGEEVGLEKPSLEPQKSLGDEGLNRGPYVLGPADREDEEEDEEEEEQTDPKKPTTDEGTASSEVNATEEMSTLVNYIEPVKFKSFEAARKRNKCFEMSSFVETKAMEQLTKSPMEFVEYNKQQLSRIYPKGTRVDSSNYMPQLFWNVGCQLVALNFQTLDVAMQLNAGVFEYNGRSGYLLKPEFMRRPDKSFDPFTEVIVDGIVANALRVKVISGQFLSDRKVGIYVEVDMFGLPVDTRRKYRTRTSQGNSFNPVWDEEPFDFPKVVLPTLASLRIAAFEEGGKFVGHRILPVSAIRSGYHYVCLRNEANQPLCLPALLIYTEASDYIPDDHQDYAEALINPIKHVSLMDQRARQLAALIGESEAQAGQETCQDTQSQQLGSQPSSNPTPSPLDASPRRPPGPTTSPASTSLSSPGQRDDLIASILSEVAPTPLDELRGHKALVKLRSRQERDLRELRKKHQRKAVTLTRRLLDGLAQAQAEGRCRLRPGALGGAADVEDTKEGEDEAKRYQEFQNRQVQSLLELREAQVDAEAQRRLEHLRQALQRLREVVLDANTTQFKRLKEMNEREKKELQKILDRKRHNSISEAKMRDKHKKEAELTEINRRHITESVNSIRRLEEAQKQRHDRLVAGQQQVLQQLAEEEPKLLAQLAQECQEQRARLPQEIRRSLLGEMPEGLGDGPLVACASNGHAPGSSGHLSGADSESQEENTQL
ADAM17 inh = inhibitors of human ADAM17. 370,000 compounds, 0.83% hits. recombinant ADAM17, EDANS/DABCYL FRET peptide cleavage. inhibition, % at 6.95 µM. P78536;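 active = inhibition above the mean of compounds lying between control limits plus 3 SD, set per campaign, cut at about 8.5% in these data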;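 also: 0% = DMSO-only wells as the low control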
Tn6 DDE FP = DD(E)-Tn6 binding inhibition, primary FP screen | 370,000 compounds, 0.21% hits | P02675 | inhibition, % at 8.3 µM | Fibrin DD(E) TRITC-Tn6 fluorescence polarization displacement;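 active = inhibition above a per-campaign cutoff: mean of compounds within control limits plus 3 SD, cut at about 15% in these data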;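 also: 0% = median of all compound wells on the plate and 100% = blocking peptide control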
KLK7 zymogen act = activators of human kallikrein-7 zymogen | P49862 | purified proKLK7, EDANS-DABCYL substrate fluorescence; 100% is mature enzyme control, 0% vehicle | activation, % at 7 µM | 370,000 compounds, 0.9% hits | AID 652039;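 active = activation above the mean of all tested compounds plus 3 SD, computed per campaign excluding outliers beyond control limits, cut at about 13% in these data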
ARFGAP1 inhibitor = inhibitors of rat ARFGAP1; Q62848; Arfgap1-stimulated ARF1 GTP hydrolysis, GDP FP detection; inhibition, % at 16.5 µM; 360,000 compounds, 0.26% hits;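 active = inhibition above a per-plate limit, mean inhibition of low control wells plus 3 SD, cut at about 25% in these data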;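 also: 0% = DMSO wells with enzyme and 100% = wells lacking Arfgap1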
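Assay system: purified rat His6-Arfgap1 residues 1-136 (GAP domain); Reagent: human Δ17 ARF1 bound to GTP; Dosing: 16.5 µM single point, 1.26% DMSO; Times: GTP hydrolysis reaction 2 h at 25 °C; Signal: FP, GDP Alexa 633 tracer displaced from anti-GDP antibody, 620/688 nm; Measure: % inhibition from polarization.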
DDE Tn7 FP inh = DD(E)-Tn7 binding inhibition, primary FP screen | P02675 | FP displacement of FITC-Tn7 peptide from fibrin DD(E); 0% = median of compound wells per plate | inhibition, % at 8.3 µM | 370,000 compounds, 0.13% hits;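 active = inhibition above the mean of compounds falling within the control limits plus 3 SD of them, cut at about 14% in these data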;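 also: 0% = plate median of compound wells and 100% = 10 µM Aha-Tn7 peptide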
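System: human fibrin DD(E); quantity: Fibrin-DD(E) at 2 µM final; also added: fluorescent Tn7 probe at 0.1 µM; compound dosing: single nominal test concentration of 8.3 µM per compound; schedule: 10 min preincubation, 3 h with tracer, room temperature; detection: fluorescence polarization of the labelled Tn7 tracer; repeats: one replicate per compound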
ASAP1 inh = blocks human ASAP1-stimulated Arf1 GTP hydrolysis. inhibition, % at 16.5 µM. GDP FP detection. 360,000 compounds, 0.19% hits. AID 624377. Q9ULH1; in the data active = inhibition above about 25%;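 also: 0% = vehicle with enzyme and substrate and 100% = no enzyme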
An asterisk follows results filed as active.

SMILES	PLC-gamma1 inh	MBD2 DNA inh	UHRF1 binding	PLC-beta3 inh	ADAM17 inh	Tn6 DDE FP	KLK7 zymogen act	ARFGAP1 inhibitor	DDE Tn7 FP inh	ASAP1 inh
CCCCn1c(N)c(N(CCOC)C(=O)c2ccco2)c(=O)[nH]c1=O	1	-6	-1	-10	-6	3	-0.2	-1	-2	-7
COc1ccc(Cl)cc1S(=O)(=O)N1CCCC(C(=O)NCCc2ccccc2)C1 (stereo unspecified)	4	-7	-1	-2	7	7	0.0	4	5	1
COc1ccccc1NS(=O)(=O)c1cccc(C(=O)N/N=C(\C)c2cccnc2)c1	-3	-1	1	-6	-4	-11	0.3	6	5	0
OCCN1CCN(c2ncnc3c2ncn3[C@H]2CN(Cc3cccnc3)C[C@@H](CO)O2)CC1	0	0	5	-4	-4	-8	-0.2	15	1	8
COc1ccccc1CN1CCNC(=O)C1CC(=O)NCc1c(C)n[nH]c1C (stereo unspecified)	-4	-2	0	-5	-4	4	0.7	-4	8	-10
CCOC(=O)N1CCN(C(=O)c2cccn3c(=O)c4c5c(sc4nc23)CCCC5)CC1	-202	-1	3	-221	-11	4	0.7	9	5	9
NC(Cc1ccc(C(F)(F)F)cc1)c1csc(NC(=O)Nc2ccccc2Oc2ccccc2)n1 (stereo unspecified)	4	0	-2	6	2	-2	-0.2	19	4	2
Cc1ccc(CSc2sc(C(=O)c3ccccc3)c(N)c2C#N)cc1	-3	3	1	-3	1	6	0.3	2	0	-12
COc1cccc(CSc2nc3nc(C)cc(C)n3n2)c1	3	-3	-1	-2	1	-5	0.6	-6	-2	7
COc1cc(-c2nnc(COC(=O)c3nn(CC(C)C)c(=O)c4ccccc34)o2)cc(OC)c1OC	1	-1	2	-6	-3	4	0.2	23	-2	5
Cc1cc(=O)c2n(Cc3ccccc3Cl)nc[n+]2[nH]1	14*	-1	2	1	-4	1	-0.4	-4	-7	-5
Cc1cc(O)ccc1N/C=C(\C#N)c1nc2ccccc2o1	-13	-2	-1	-13	6	0	0.0	11	4	1
COc1ccc(NC(=O)Cn2nnc(-c3ccccc3F)n2)cc1Cl	5	0	0	3	0	-4	0.4	9	-3	1
COc1cc(/C=N/NC(=O)c2cc(-c3c(C)nn(-c4ccccc4)c3C)n[nH]2)ccc1O	-23	-3	-2	-23	1	-6	-0.5	3	-1	11
COc1ccc(OCCCC(=O)Nc2ccc3c(c2)OCO3)cc1	-3	1	0	-6	-1	0	0.7	-5	-1	6
Cc1ccc(OCC(=O)Nc2ccc(S(=O)(=O)Nc3cc(C)nc(C)n3)cc2)c(C)c1	-1	1	0	-4	-1	2	0.1	2	-1	21
CCOC(=O)C(NC(C)=O)(Nc1ccc(F)cc1)C(F)(F)F (stereo unspecified)	1	1	0	3	0	4	-0.2	-1	-3	-10
Cc1ccc(-c2nn(-c3ccccc3)cc2CN(Cc2ccccc2)C(=O)CCC(=O)O)o1	-20	0	1	-24	-11	14	0.3	-9	3	7
COc1cc(C(=O)OCC(=O)NC(=O)C2CCCCC2)ccc1OC(F)F	-3	2	0	-3	1	3	0.3	9	-4	0
O=C(Cn1nnc2ccccc2c1=O)N1CCOCC1	3	0	-2	6	1	3	-0.5	-11	-10	-10
O=c1c2ccc([N+](=O)[O-])cc2ncn1CCOc1ccccc1	-6	1	-2	-16	-5	-3	0.5	5	-3	3
CS(=O)(=O)c1ccc(Cl)c(NC(=O)CNC(=O)c2ccc3c(c2)OCO3)c1	1	-3	1	4	0	-5	1.0	17	-5	2
CCOc1cc(/C=N/Nc2ccc(C(=O)O)cc2)ccc1OC(=O)c1ccccc1C	0	0	0	-3	-2	-6	-0.4	-4	4	20
O=C(NNc1nc2c(F)cccc2s1)c1ccc(F)cc1	0	1	-1	-7	0	-2	-0.3	-8	8	-2
COc1cc(C(=O)NC2CCN(CC(=O)NC3CCCCC3C)CC2)cc(OC)c1OC (stereo unspecified)	-2	3	-1	-6	-6	-2	-0.5	12	0	-12

Structures above shown as hits in PLC-gamma1 inh.
SMILES	PLC-gamma1 inh	MBD2 DNA inh	UHRF1 binding	PLC-beta3 inh	ADAM17 inh	Tn6 DDE FP	KLK7 zymogen act	ARFGAP1 inhibitor	DDE Tn7 FP inh	ASAP1 inh
Cc1cc(=O)c2n(Cc3ccccc3Cl)nc[n+]2[nH]1	14*	-1	2	1	-4	1	-0.4	-4	-7	-5

Exported in markdown: entries from further up.
| Compound | PLC-gamma1 inh | MBD2 DNA inh | UHRF1 binding | PLC-beta3 inh | ADAM17 inh | Tn6 DDE FP | KLK7 zymogen act | ARFGAP1 inhibitor | DDE Tn7 FP inh | ASAP1 inh |
| --- | --- | --- | --- | --- | --- | --- | --- | --- | --- | --- |
| COc1ccc(OCCCC(=O)Nc2ccc3c(c2)OCO3)cc1 | -3 | 1 | 0 | -6 | -1 | 0 | 0.7 | -5 | -1 | 6 |
| Cc1ccc(OCC(=O)Nc2ccc(S(=O)(=O)Nc3cc(C)nc(C)n3)cc2)c(C)c1 | -1 | 1 | 0 | -4 | -1 | 2 | 0.1 | 2 | -1 | 21 |
| CCOC(=O)C(NC(C)=O)(Nc1ccc(F)cc1)C(F)(F)F (stereo unspecified) | 1 | 1 | 0 | 3 | 0 | 4 | -0.2 | -1 | -3 | -10 |
| Cc1ccc(-c2nn(-c3ccccc3)cc2CN(Cc2ccccc2)C(=O)CCC(=O)O)o1 | -20 | 0 | 1 | -24 | -11 | 14 | 0.3 | -9 | 3 | 7 |
| COc1cc(C(=O)OCC(=O)NC(=O)C2CCCCC2)ccc1OC(F)F | -3 | 2 | 0 | -3 | 1 | 3 | 0.3 | 9 | -4 | 0 |
| O=C(Cn1nnc2ccccc2c1=O)N1CCOCC1 | 3 | 0 | -2 | 6 | 1 | 3 | -0.5 | -11 | -10 | -10 |
| O=c1c2ccc([N+](=O)[O-])cc2ncn1CCOc1ccccc1 | -6 | 1 | -2 | -16 | -5 | -3 | 0.5 | 5 | -3 | 3 |
| CS(=O)(=O)c1ccc(Cl)c(NC(=O)CNC(=O)c2ccc3c(c2)OCO3)c1 | 1 | -3 | 1 | 4 | 0 | -5 | 1.0 | 17 | -5 | 2 |
| CCOc1cc(/C=N/Nc2ccc(C(=O)O)cc2)ccc1OC(=O)c1ccccc1C | 0 | 0 | 0 | -3 | -2 | -6 | -0.4 | -4 | 4 | 20 |
| O=C(NNc1nc2c(F)cccc2s1)c1ccc(F)cc1 | 0 | 1 | -1 | -7 | 0 | -2 | -0.3 | -8 | 8 | -2 |
| COc1cc(C(=O)NC2CCN(CC(=O)NC3CCCCC3C)CC2)cc(OC)c1OC (stereo unspecified) | -2 | 3 | -1 | -6 | -6 | -2 | -0.5 | 12 | 0 | -12 |

The list goes on:
SMILES	PLC-gamma1 inh	MBD2 DNA inh	UHRF1 binding	PLC-beta3 inh	ADAM17 inh	Tn6 DDE FP	KLK7 zymogen act	ARFGAP1 inhibitor	DDE Tn7 FP inh	ASAP1 inh
COc1ccc(OC)c(CNC(=O)C2CCN(C(=O)N(C)C)CC2)c1	7	-2	3	-1	-2	-1	-0.3	4	-4	-8
Cc1c(C(=O)/C=C/N(C)C)nnn1-c1ccc(Cl)c(Cl)c1	-4	2	-2	-10	-3	2	-0.2	-5	-4	2
CCOC(=O)C1CCCN(CCC(=O)Nc2ccc(F)c(F)c2)C1 (stereo unspecified)	1	-4	-1	3	-2	-3	0.0	-13	-5	-3
CCN1CCN(C(=O)CCc2ccc(S(=O)(=O)NCCc3ccccc3)cc2)CC1	0	-3	-3	3	-2	6	0.2	1	0	-3
Cc1ccccc1C(=O)N1CCC(C(=O)Nc2cccc(F)c2)CC1	2	3	4	5	0	0	-0.2	-1	-9	-6
O=C(COc1ccc(Br)cc1)NNC(=O)Cc1ccc(S(=O)(=O)N2CCOCC2)s1	-20	-6	-2	-3	1	2	0.7	-14	-3	-5
COC(=O)c1ccc(NC(=O)c2ccccc2C(=O)Nc2ccc(C(=O)OC)cc2)cc1	0	-1	-1	-4	-7	1	-0.1	-3	-7	-2
CC(=O)Nc1ccc(NC(=O)C(C)OC(=O)CC23CC4CC(CC(Br)(C4)C2)C3)cc1 (stereo unspecified)	0	-3	-3	3	-2	7	-0.2	3	-12	6
Cc1ccc(C)c(NC(=O)CNS(=O)(=O)c2ccccc2)c1	-3	4	0	4	-4	-2	0.2	4	2	2
CC12CN3CC(C)(CN(C1)C3c1ccc(F)cc1)C2 (stereo unspecified)	3	0	5	0	-5	-3	-0.5	12	1	1
CCN(CC)c1nc(C)c(C(C)=O)cc1C#N	-1	2	-1	-1	-5	-7	0.3	-8	2	9
Cc1ccccc1/C=N\NC(=O)c1ccccc1-n1cccc1	4	0	1	1	5	-10	-0.4	-1	4	4
COc1ccc(C(N)c2csc(Nc3cc(Oc4ccccc4)ncn3)n2)cc1 (stereo unspecified)	0	0	0	1	6	8	-0.1	6	-1	3
CCC1(c2ccc(F)cc2)NC(=O)N(CC(=O)N2CCN(S(=O)(=O)c3ccc(C)cc3C)CC2)C1=O (stereo unspecified)	-3	-4	0	-4	-2	3	0.0	-10	9	0
COc1ccc(CNC(=O)CC(NC(N)=O)c2ccccc2Cl)cc1OC (stereo unspecified)	-1	-1	1	4	3	6	0.6	7	-2	-6
CC(=O)Nc1ccc(S(=O)(=O)N2CCC(C(=O)NCCC(=O)NCc3ccccc3)CC2)cc1	-3	1	5	-5	-4	1	0.8	-5	-1	-2
COc1ccc(CCNC(=O)c2ccc3c(c2)NC(=O)CS3)cc1OC	2	0	0	-2	1	10	-0.2	4	-2	-3
CCn1c(CC(=O)Nc2ccccc2)n[nH]c1=S	3	1	-2	-1	-2	2	-0.1	2	1	0
CCN(CC)S(=O)(=O)c1ccc2[nH]cc(C(=O)NC3CC3)c(=O)c2c1	2	6	2	-4	-7	2	-2.4	13	0	-11
COCCNC(=O)Cn1c(=O)n(C)c2ccccc21	4	0	0	4	3	-1	0.9	4	-6	2
CCn1c(=O)c2cc(C(=O)Nc3ccc(OC)cc3OC)sc2c2ccccc21	0	0	-3	-9	-3	5	-1.5	8	7	0
Cc1noc(C)c1S(=O)(=O)N(CC(=O)NCc1ccc(Cl)cc1)c1ccc2c(c1)OCO2	2	2	0	4	0	-6	0.1	-17	3	3
Nc1nc(-c2ccccc2)c(-c2ccc([N+](=O)[O-])cc2)s1	-10	-2	0	-13	0	2	0.7	-13	-8	-15
Cn1c(COc2ccc3ccccc3c2)nnc1SCC(=O)OC1CCCCC1	5	6	1	-3	4	-9	0.8	1	0	11
Cc1n[nH]c(=O)n1-c1ccc(OCc2ccccc2)cc1	2	1	-1	3	0	3	0.0	-1	-4	-10
O=C(COc1ccc2ccccc2c1)N1CCN(c2ccccc2O)CC1	-4	0	-1	0	3	-3	0.1	1	4	5
CCCCOC(=O)C1CCC[C@@H](C)N1 (stereo partly specified)	8	3	5	-7	-6	3	-1.0	19	1	5
O=C1CN(C(=O)c2ccccc2F)C(c2ccccc2)c2cc(Cl)ccc2N1 (stereo unspecified)	10*	-4	1	-5	1	-6	0.6	5	3	12
N#Cc1ccc(/C=C2\CCCCn3c2nc2cc(C(=O)O)ccc2c3=O)cc1	0	0	0	-4	0	3	0.8	-4	3	-3
CCC(=O)Nc1nc(C)c(-c2csc(Nc3cccc(O)c3)n2)s1	-20	-3	0	-36	1	-4	-1.5	17	-5	10

An unsorted share of the library. Share with any hit: about 4.1%.
